Bioassay records: PubChem BioAssay, several laboratories
rCAG binder: binds r(CAG) RNA repeats | r(CAG) RNA repeat, TO-PRO-1 dye displacement fluorescence | inhibition, % at 3 µM | 370,000 tested, 1.3% active;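 active means inhibition above the plate cutoff, the mean of all test compounds on that plate plus 3 SD, cut at about 35% in these data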;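 further: 0% = DMSO alone and 100% = 100 µM mitoxantrone as full dye displacement; higher means more dye released from RNA so lower well fluorescence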
HTRA1 inhibitor: inhibitors of human serine peptidase HTRA1; inhibition, % at 5.96 µM; 340,000 tested, 0.5% active; Q92743; recombinant HTRA1, FP-rhodamine activity-based probe, fluorescence polarization; AID 504803; in the data active means inhibition above about 36%;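 further: 0% = enzyme with DMSO and 100% = wells lacking enzyme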
GC-B act: GC-B (human) receptor activation; P20594; HEK293-GC-B cells, CNP EC30, cGMP TR-FRET; 0% at EC30 CNP, 100% saturating CNP; activation, % at 10 µM; 370,000 tested, 0.11% active; AID 1920062;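 active means activation at 10 µM reaching about 35% in either raw or pattern-adjusted values, limit read from the data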
LEDGF integ inh: blocks HIV-1 LEDGF/p75-dependent DNA integration; TR-FRET IN-LEDGF/p75 DNA integration, Eu/Cy5; inhibition, % at 3.7 µM; 370,000 tested, 0.64% active;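 active means inhibition above the screen-wide mean plus 3 SD, cut at about 13% in these data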;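 further: signal is the Cy5 over europium emission ratio at 671 and 618 nm; 0% = plate median of compound wells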
SIAE inh: inhibitors of human sialic acid acetylesterase SIAE | Q9HAT2 | SIAE FP-Rh probe binding, fluorescence polarization | inhibition, % at 9.66 µM | 370,000 tested, 0.69% active | AID 1053197;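 active means inhibition above a cutoff: mean of compounds within the control limits plus 3 SD of those, cut at about 17% in these data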;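 further: 0% = plate median of compound wells and 100% = probe without SIAE protein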
ABHD4 inh: inhibitors of mouse ABHD4; inhibition, % at 8.92 µM; Q8VD66; 370,000 tested, 0.54% active; purified mABHD4, FP-Rh probe fluorescence polarization; AID 720543;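 active means inhibition exceeding the mean over every tested compound plus 3 SD, cut at about 30% in these data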;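 further: 0% = plate median of compound wells and 100% = S159A mutant with DMSO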
Target sequence (Q8VD66 whole entry, looked up): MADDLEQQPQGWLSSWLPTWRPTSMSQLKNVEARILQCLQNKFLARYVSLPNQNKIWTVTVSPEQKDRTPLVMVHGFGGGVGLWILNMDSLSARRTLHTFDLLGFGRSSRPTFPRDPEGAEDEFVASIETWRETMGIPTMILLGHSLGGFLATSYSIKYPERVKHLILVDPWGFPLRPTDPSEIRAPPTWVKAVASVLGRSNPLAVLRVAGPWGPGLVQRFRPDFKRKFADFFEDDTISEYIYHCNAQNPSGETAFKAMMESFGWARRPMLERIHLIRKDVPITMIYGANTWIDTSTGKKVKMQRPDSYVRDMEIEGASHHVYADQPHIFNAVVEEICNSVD
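system = mouse ABHD4 enzyme, wild type | medium = HEPES pH 7.0, NaCl, Pluronic buffer | also added = FP-Rh probe | incubation = Enzyme–compound pre-incubation 45 min, then probe 60 min, both 25 °C | technique = fluorescence polarization, excitation 525 nm, emission 598 nm, BODIPY TMR filters | controls = S159A mutant high control, sample median low control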
TCR-CD3 inh: human TCR-CD3 binding inhibition; TAMRA-labeled TCR probe fluorescence, biochemical; inhibition, % at 9.4 µM; 360,000 tested, 0.37% active; AID 651800; in the data active means inhibition above about 19%;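 further: recombinant mutant TCR 2C K166C tagged with TAMRA read by polarization; 0% = receptor in buffer alone and 100% = receptor with positive control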
TDP2 absorb: TDP2 (human) inhibition, absorbance primary screen; O95551; recombinant TDP2, T5PNP hydrolysis, p-nitrophenol absorbance 415 nm; inhibition, % at 12.8 µM; 370,000 tested, 0.34% active; AID 720702;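 active means inhibition above the mean of all tested compounds plus 3 SD, set per campaign, cut at about 25% in these data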;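 further: 0% = DMSO with enzyme and 100% = buffer with substrate but no TDP2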
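System – recombinant human TDP2 · Amount – 120 nM TDP2 per well · Buffer or medium – Mg2+-containing Tris-HCl buffer, pH 7.5 · Reagent – T5PNP substrate, 5 mM · Dosing – 12.8 µM single point, 1% DMSO · Incubation – 2 h at 37 °C · Measured by – epi absorbance · Read-out basis – percent inhibition · Benchmarks – high control without enzyme, low control DMSO plus TDP2 · Repeats – singlicate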
PRMT1 inh: PRMT1 (human) inhibition, primary screen; 370,000 tested, 1.3% active; recombinant PRMT1, activity-based probe fluorescence polarization; Q99873; AID 652257; inhibition, % at 2.79 µM;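 active means inhibition above about 21% made by adding two undisclosed values, limit read from the data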
Target sequence (Q99873 whole entry, looked up): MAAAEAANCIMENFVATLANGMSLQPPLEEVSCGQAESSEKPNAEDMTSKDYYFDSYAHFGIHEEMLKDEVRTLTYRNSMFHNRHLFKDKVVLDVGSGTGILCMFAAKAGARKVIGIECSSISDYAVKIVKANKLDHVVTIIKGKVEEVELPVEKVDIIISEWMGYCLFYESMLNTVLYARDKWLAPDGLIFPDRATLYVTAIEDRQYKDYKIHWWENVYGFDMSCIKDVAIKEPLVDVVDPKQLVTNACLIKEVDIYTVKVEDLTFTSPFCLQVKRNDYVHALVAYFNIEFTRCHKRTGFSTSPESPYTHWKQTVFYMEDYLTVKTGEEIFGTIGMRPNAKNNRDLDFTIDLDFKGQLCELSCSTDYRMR
MBD2 DNA inh: MBD2-methylated oligo binding inhibition; Q9UBB5; TR-FRET, MBD2 binding to methylated oligonucleotide; inhibition, % at 4.4 µM; 370,000 tested, 0.31% active; AID 686964; in the data active means inhibition above about 13%
Starred values were filed as active, the others as inactive; nt = not tested or not shown. Not all compounds are listed, so the mix of outcomes need not match the whole.

Short keys – A = rCAG binder; B = HTRA1 inhibitor; C = GC-B act; D = LEDGF integ inh; E = SIAE inh; F = ABHD4 inh; G = TCR-CD3 inh; H = TDP2 absorb; I = PRMT1 inh; J = MBD2 DNA inh
1. Cc1nnc(SCCn2c(N(C)Cc3ccccc3)nc3c2c(=O)[nH]c(=O)n3C)s1
  A: 1 | B: 1 | C: 3 | D: 4 | E: -1 | F: 5 | G: 6 | H: 0 | I: -3 | J: 2
2. CNC(=O)C(=O)NCC1OCCCN1S(=O)(=O)c1ccc2c(c1)OCCO2 (centres undefined)
  A: 5 | B: 4 | C: -5 | D: 2 | E: -5 | F: -7 | G: -14 | H: -15 | I: -2 | J: -4
3. COc1ccc(Br)cc1CN(C)C(=O)c1ccc2c(c1)NC(=O)C(C)S2 (centres undefined)
  A: -3 | B: -1 | C: -2 | D: 5 | E: 2 | F: -1 | G: 1 | H: -12 | I: -3 | J: 4
4. CN(CC(=O)NCCN1CCN(c2ccccc2)CC1)S(=O)(=O)c1ccc2c(c1)CCC(=O)N2
  A: 7 | B: -3 | C: 2 | D: -6 | E: -1 | F: 2 | G: -4 | H: 2 | I: 2 | J: 0
5. CCCCC(CC)CNC(=O)C1CC=CCC1C(=O)O (centres undefined)
  A: -5 | B: -2 | C: -2 | D: 0 | E: 0 | F: 1 | G: 1 | H: 0 | I: -1 | J: 0
6. O=C(Nc1c(Cl)ccc2nsnc12)c1ccco1
  A: -1 | B: 6 | C: 0 | D: -3 | E: -10 | F: 0 | G: 3 | H: -2 | I: -1 | J: -2
7. CCn1c(=O)cc(SCC(=O)Nc2cc(OC)c(OC)c(OC)c2)c2ccccc21
  A: -2 | B: 5 | C: 0 | D: 2 | E: -7 | F: 4 | G: -1 | H: 0 | I: 2 | J: 1
8. CC(C)NC(=O)Nc1cccc2c1O[C@H](CN(C)C(=O)Nc1ccc(C(F)(F)F)cc1)[C@@H](C)CN([C@H](C)CO)C2=O
  A: 6 | B: 5 | C: 2 | D: -4 | E: -3 | F: -19 | G: -7 | H: -6 | I: 9 | J: 9
9. O=C(C1CCN(S(=O)(=O)c2cccnc2)CC1)N1CCN(c2ccccc2Cl)CC1
  A: 3 | B: 0 | C: 0 | D: -3 | E: -4 | F: 5 | G: -6 | H: 1 | I: 2 | J: 3
10. COc1ccccc1N1C(=O)C(Cl)=C(N2CCCC2)C1=O
  A: 5 | B: 3 | C: 2 | D: 3 | E: 15 | F: 0 | G: 9 | H: 11 | I: 9 | J: 0
11. O=C(NCCSc1ccccc1)c1ccc(Br)cc1
  A: 2 | B: -7 | C: 3 | D: 3 | E: 2 | F: -21 | G: -3 | H: -3 | I: 0 | J: 9
12. CC(=O)NCCOc1nc(N(C)C)nc(N2CCCCC2)n1
  A: -2 | B: -2 | C: -6 | D: 1 | E: 6 | F: -4 | G: -2 | H: 0 | I: -2 | J: -2
13. COc1ccccc1[C@@H]1C(c2ccccc2)=NN(c2ccccc2)[C@H]1C(=O)N1CCOC1=O
  A: 7 | B: 0 | C: -5 | D: -4 | E: 6 | F: -1 | G: -3 | H: 6 | I: -2 | J: 6
14. Cc1ccc(/C=N/n2c(C)cc(C)c(C#N)c2=O)o1
  A: 0 | B: 8 | C: 1 | D: 1 | E: 5 | F: -3 | G: 10 | H: 11 | I: -3 | J: -4
15. O=C(Nc1nnc(Cc2ccc(F)cc2)s1)Nc1ccccc1F
  A: 3 | B: 6 | C: -2 | D: -3 | E: 1 | F: -4 | G: -7 | H: -8 | I: 1 | J: 5
16. CC(=O)Nc1ccc(S(=O)(=O)NCC2CCN(C(=O)C(=O)c3cc4ccccc4o3)CC2)cc1
  A: 5 | B: nt | C: 3 | D: 0 | E: -3 | F: 7 | G: -5 | H: 12 | I: 2 | J: 1
17. CCOC(=O)N1CCN(S(=O)(=O)c2ccc(OC)cc2)CC1
  A: -5 | B: -4 | C: -5 | D: 0 | E: 3 | F: -4 | G: -1 | H: 4 | I: -2 | J: 4
18. Cc1cc(C)n2cc(CSc3ccc(Cl)cc3)nc2n1
  A: -4 | B: -3 | C: -3 | D: 4 | E: 2 | F: 4 | G: 1 | H: -18 | I: -3 | J: 2
19. Cc1cnc(NC(=O)Nc2ccccc2)c(C)n1
  A: -2 | B: 1 | C: 4 | D: 0 | E: 1 | F: 0 | G: -3 | H: -3 | I: 0 | J: 3
20. O=C(c1ccc(S(=O)(=O)N2CCOCC2)cc1)N1CCc2ccccc21
  A: -2 | B: -6 | C: 3 | D: -4 | E: 9 | F: 4 | G: -1 | H: -4 | I: 2 | J: 4
21. Cc1ccc2c(=O)cc(C(=O)NCc3ccccc3)oc2c1C
  A: -3 | B: -3 | C: 15 | D: -2 | E: -3 | F: -5 | G: 12 | H: 9 | I: -4 | J: 0
22. Cc1ccc(C)c(OCC(=O)NNC(=O)CCN2CCN(c3ccccc3)CC2)c1
  A: 1 | B: 4 | C: 1 | D: -2 | E: 8 | F: 4 | G: 4 | H: 11 | I: -1 | J: 2
23. Cn1cnnc1SCC(=O)Nc1nc(-c2ccc(F)cc2)cs1
  A: 0 | B: 8 | C: -2 | D: -2 | E: -3 | F: 1 | G: -4 | H: -15 | I: 3 | J: -3

Exported with two lines to a compound: part of the list above.
Every second line gives: rCAG binder	HTRA1 inhibitor	GC-B act	LEDGF integ inh	SIAE inh	ABHD4 inh	TCR-CD3 inh	TDP2 absorb	PRMT1 inh	MBD2 DNA inh
16	CC(=O)Nc1ccc(S(=O)(=O)NCC2CCN(C(=O)C(=O)c3cc4ccccc4o3)CC2)cc1
→ 5	nt	3	0	-3	7	-5	12	2	1
20	O=C(c1ccc(S(=O)(=O)N2CCOCC2)cc1)N1CCc2ccccc21
→ -2	-6	3	-4	9	4	-1	-4	2	4
21	Cc1ccc2c(=O)cc(C(=O)NCc3ccccc3)oc2c1C
→ -3	-3	15	-2	-3	-5	12	9	-4	0
19	Cc1cnc(NC(=O)Nc2ccccc2)c(C)n1
→ -2	1	4	0	1	0	-3	-3	0	3
18	Cc1cc(C)n2cc(CSc3ccc(Cl)cc3)nc2n1
→ -4	-3	-3	4	2	4	1	-18	-3	2
